M1 antag = human M1 muscarinic receptor antagonists, primary screen, CHO-K1 cells, Fluo-8 calcium fluorescence, 1536-well. Muscarinic acetylcholine receptor M1 (Homo sapiens), P11229. CHO-K1 hM1, ACh EC80 antagonist. inhibition, % at 3 µM. 1.3% of 360,000 active;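 active = percent inhibition above its own plate's cutoff, namely the mean of that plate's compound wells plus 3 SD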;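 note: peak over basal fluorescence ratio during 140 s after agonist addition; 0% = ACh EC80 plus DMSO and 100% = DMSO alone without agonist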
Target sequence (P11229 whole entry, looked up): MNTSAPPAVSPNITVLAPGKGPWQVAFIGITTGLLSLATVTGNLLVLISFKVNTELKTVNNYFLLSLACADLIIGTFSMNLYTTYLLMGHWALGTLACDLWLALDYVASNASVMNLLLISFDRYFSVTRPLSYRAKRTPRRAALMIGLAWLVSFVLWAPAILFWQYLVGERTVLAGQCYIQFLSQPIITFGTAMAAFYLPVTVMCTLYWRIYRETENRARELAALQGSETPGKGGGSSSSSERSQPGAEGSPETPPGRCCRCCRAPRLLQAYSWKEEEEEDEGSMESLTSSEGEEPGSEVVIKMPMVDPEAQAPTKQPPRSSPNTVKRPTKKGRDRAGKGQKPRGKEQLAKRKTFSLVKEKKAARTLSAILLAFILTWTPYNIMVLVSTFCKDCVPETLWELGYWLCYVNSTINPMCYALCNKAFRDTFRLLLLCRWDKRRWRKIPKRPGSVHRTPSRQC
TAAR1 antagonist = human TAAR1 antagonists, primary screen, Fluo-8 calcium fluorescence, CHO RD-HGA16 cells; AID 624466, 2012; 1.5% of 360,000 active; inhibition, % at 3 µM; antagonist;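 active = inhibition above a per-plate cutoff, the mean inhibition of test compounds on that plate plus 3 SD, cut at about 49% in these data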;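 note: 0% = DMSO plus EC80 beta-PEA response and 100% = DMSO alone without agonist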
Target sequence (Q96RJ0 whole entry, looked up): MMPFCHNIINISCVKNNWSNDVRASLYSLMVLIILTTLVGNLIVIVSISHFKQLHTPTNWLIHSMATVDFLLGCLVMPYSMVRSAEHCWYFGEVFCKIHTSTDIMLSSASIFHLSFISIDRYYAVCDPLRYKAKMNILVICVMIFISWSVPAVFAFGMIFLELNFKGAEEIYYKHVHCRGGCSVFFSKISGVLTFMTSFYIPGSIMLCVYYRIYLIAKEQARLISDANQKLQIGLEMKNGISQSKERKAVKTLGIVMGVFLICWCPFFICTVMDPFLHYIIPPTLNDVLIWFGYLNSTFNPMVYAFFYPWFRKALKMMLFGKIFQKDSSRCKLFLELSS
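System: RD-HGA16 CHO cells with stable hTAAR1 and Gα16 | Probe or stimulus: EC80 β-phenethylamine stimulus | Dosing: 3 µM, single point | Times: Dye loading 75 min at 37 °C, then 30 min room temperature | Measured by: Fluo-8 calcium-sensitive fluorescence | Read-out basis: % inhibition of agonist calcium response | Replicates: n of 1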
TAAR1 ag = human TAAR1 agonists, primary screen, Fluo-8 calcium fluorescence, CHO RD-HGA16 cells; vehicle wells 0%, saturating PEA agonist 100%; activation, % at 3 µM; 0.99% of 360,000 active; AID 624467, 2012;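 active = activation above the mean activation of all test compounds in the run plus 3 SD, cut at about 38% in these data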
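Test system: RD-HGA16 (CHO) cells co-expressing Gα16 and hTAAR1 / Benchmarks: DMSO vehicle as 0%, PEA at EC100 as 100% / Repeats: no replicates (n 1) / Measure: % activation from peak over basal fluorescence ratio, DMSO-to-PEA scaled / Timing: 17-24 h plating, Fluo-8 75 min 37 °C, 30 min RT / Technique: kinetic Fluo-8 calcium fluorescence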
CHO parental Ca = ATP-evoked calcium signal inhibitors, parental CHO, primary screen, counter-screen for OX1R antagonist project, cell-based, fluorescence, Fluo-8 calcium dye. parental CHO-K1, ATP-induced calcium, Fluo-8 fluorescence. inhibition, % at 5.6 µM. 0.63% of 330,000 active;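 active = inhibition above that plate's mean sample inhibition plus 3 SD, cut at about 26% in these data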;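 note: 0% = ATP-challenged DMSO wells and 100% = DMSO wells without ATP; some compounds past the cut are filed as inactive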
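Test system: parental CHO cells; detection: calcium-sensitive Fluo-8 fluorescence; evaluation: percent inhibition of calcium signal; also added: ATP as calcium-mobilizing challenge; repeats: one well per compound; control set: ATP-challenged DMSO wells low, unchallenged DMSO wells high; compound: single nominal dose of 5.6 µM per compound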
CHO-K1 Ca antag = counter-screen for M1 antagonists: effect in parental CHO-K1 cells; ATP-induced calcium, Fluo-8 fluorescence; inhibition, % at 3 µM; 0.6% of 360,000 active; AID 602250;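 active = inhibition above a per-plate cutoff, the plate's mean sample inhibition plus 3 SD, cut at about 24% in these data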;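 note: 0% = DMSO plus EC80 ATP and 100% = DMSO alone without ATP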
M1 PAM = human M1 muscarinic receptor positive allosteric modulators, primary screen, CHO-K1 cells, Fluo-8 calcium fluorescence, 1536-well | Muscarinic acetylcholine receptor M1 (Homo sapiens), P11229 | CHO-K1 hM1, ACh EC20; 0% = ACh EC20, 100% = maximal ACh | activation, % at 3 µM | 0.088% of 360,000 active | AID 588819, 2011; in the data active = activation above about 19%, passing the limit was not always enough
M1 ag = human M1 muscarinic receptor agonists, primary screen, Fluo-8 calcium fluorescence, CHO-K1 cells, HTS; CHO-K1 hM1, agonist mode; 0% DMSO, 100% acetylcholine EC100; activation, % at 3 µM; 0.33% of 360,000 active; AID 588814, 2011;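 active = activation above the run's mean compound activation plus 3 SD, cut at about 16% in these data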;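 note: peak over basal fluorescence ratio within a 140 s kinetic read after compound addition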
CHO-K1 Ca ag = counter-screen for M1 agonists: effect in parental CHO-K1 cells; Fluo-8 calcium fluorescence; scaled to maximal ATP response, vehicle zero; activation, % at 3 µM; 0.48% of 360,000 active; AID 602248, 2012; in the data active = activation above about 15%;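 note: untransfected CHO-K1 host cells lacking M1 receptor as counterscreen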
M1 PAM parental = nonselective calcium activators in parental CHO-K1 cells, primary screen, counter-screen for M1 PAM project, cell-based, Fluo-8 calcium fluorescence, full deck, 1536-well | ATP EC20; 0% at ATP EC20, 100% at ATP max | activation, % at 3 µM | 0.02% of 360,000 active | AID 602247, 2012;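 active = activation above the run cutoff, the mean activation of all test compounds plus 3 SD, cut at about 40% in these data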;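 note: peak over basal fluorescence ratio in a 140 s read after ATP addition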
* hit, by the source's call; x = no result given.

SMILES	M1 antag	TAAR1 antagonist	TAAR1 ag	CHO parental Ca	CHO-K1 Ca antag	M1 PAM	M1 ag	CHO-K1 Ca ag	M1 PAM parental
O=C1c2cccc3cccc(c23)C(c2nc3ccccc3[nH]2)N1C1CC1 (stereo not given)	x	-5	4	x	-7	x	x	0.6	7
Cc1ccc(NC(=O)NCCCN2CCCC2=O)c(C)c1	-11	-20	2	3	-13	8	-2	0.4	-6
O=C(NC1CCCCC1)C1CCN(c2nccs2)CC1	-7	0	5	-8	-8	2	-3	-0.3	11
O=C(Nc1cccc2ncccc12)C12CC3CC(CC(C3)C1)C2	-6	2	4	-19	-6	4	-2	0.1	5
O=C1C(=O)N(CCCN2CCOCC2)C(c2ccc(Cl)cc2)/C1=C(/O)c1ccc(F)cc1 (stereo not given)	-17	-14	6	x	8	11	-2	-0.1	-9
O=C(NC1CCCC1)C1CCN(C(=O)NCc2ccccc2)CC1	-6	9	1	-14	-10	11	-3	0.5	16
CCCc1nnc(SCC(=O)N2CCCC(C)C2)n1CCCOC (stereo not given)	-15	3	8	-7	-12	1	-3	0.6	16
O=C(CSc1ccc2ccccc2n1)N/N=C/c1ccc(O)cc1	13	9	7	2	12	-11	0	5.4	-17
Cc1ccc(C)n1-c1c(C(=O)NN)cnn1-c1ccccc1	14	32	1	-11	7	-4	-3	2.1	-1
O=[N+]([O-])c1ccc(N2CCN(Cc3ccncc3)CC2)cc1	2	-4	3	-12	-13	2	-5	0.6	0
COc1ccc(NS(=O)(=O)c2ccc(Cl)s2)cn1	-7	-4	3	0	0	10	1	2.3	0
CCn1c(=O)c2ccccc2n2c(SCC(=O)N3CCCc4ccccc43)nnc12	1	9	14	-23	-3	0	-3	0.7	3
Cc1ccc(S(=O)(=O)NCCC(=O)N2CCCCCCC2)cc1C	-2	-10	1	-3	3	12	-3	0.4	4
COc1ccc(NC(=O)Nc2ccc3c(c2)C(=O)N([C@H](C)CO)C[C@H](C)[C@@H](CN(C)S(=O)(=O)c2ccc(F)cc2)O3)cc1	-6	8	7	-6	1	11	-8	-0.3	3
Cc1ccccc1C(=O)Nc1ccc(C(=O)O)cc1NC(=O)c1ccccc1C	-11	-7	6	0	-13	1	-3	2.3	4
COc1cc(/C=N/N=C2\CC3CCC2(C)C3(C)C)ccc1O (stereo not given)	-18	11	4	-3	5	6	-2	0.1	-4
Cc1cc(NC(=O)CC2CCCC2)n(-c2nc3ccccc3[nH]2)n1	25	45	14	-26	5	-10	-6	0.4	15
Cc1cnc(C(=O)NCCc2ccc(C(F)(F)F)cc2)cn1	11	-16	0	-8	-12	-5	-2	5.8	5
O=C(COC(=O)C1CC1)NC(=O)c1ccccc1	-5	-6	2	-14	-10	9	-3	0.1	13
COC(=O)c1sc(S(=O)(=O)NC(Cc2ccccc2)C(=O)O)c(C(=O)OC)c1C (stereo not given)	-14	-7	4	-5	-12	10	-4	0.5	13
CCN(CC)S(=O)(=O)c1cc(C(=O)Nc2ccc(Cl)cn2)ccc1C	-18	1	3	-28	0	-6	-8	0.4	3
CN(CC(=O)N1CCN(c2ccccn2)CC1)S(=O)(=O)c1ccccc1	-1	-1	9	2	-12	4	-4	1.1	13
CC1(NC(=O)c2cccc(S(=O)(=O)N3CCN(c4ccc(F)cc4)CC3)c2)CCS(=O)(=O)C1 (stereo not given)	-5	-2	2	8	-7	3	-3	1.0	5
CC(C)CCn1c(Sc2nc3ccccc3o2)nc2c1c(=O)[nH]c(=O)n2C	2	-3	0	-17	-6	2	-8	1.4	22
O=C(C1=C[C@H](C2CC2)C[C@H](OCc2ccc(CO)cc2)O1)N1CCN(Cc2ccccc2)CC1	-2	2	6	-16	4	4	-7	0.2	-14

Further compounds
SMILES	M1 antag	TAAR1 antagonist	TAAR1 ag	CHO parental Ca	CHO-K1 Ca antag	M1 PAM	M1 ag	CHO-K1 Ca ag	M1 PAM parental
O=C(Cn1nc(-c2ccccc2)ccc1=O)Nc1ccc(N2CCN(C(=O)c3ccccc3)CC2)cc1	14	9	8	-5	10	-9	-4	0.0	-9
CC1CCCCCCC1OC(=O)c1ccccc1C(=O)O (stereo not given)	-11	-9	3	x	-11	7	-7	0.2	12
COc1cccc(N2CCN(Cc3nc4ccccc4c(=O)[nH]3)CC2)c1	-4	-8	11	-9	-6	4	-1	0.1	-1
COc1ccc(OCC(=O)NS(=O)(=O)c2ccccc2)cc1	-10	-5	5	4	0	14	-1	3.6	-10
CCCc1c(C(=O)N/N=C/c2ccc(C)s2)nnn1-c1nonc1N	7	6	3	0	-4	-4	1	0.6	-10
O=C(Cn1c(=O)n(-c2ccccc2)c(=O)c2sccc21)N1CCCC1	13	-9	3	-2	-2	-3	-4	-0.6	-10
CN(C)S(=O)(=O)c1cccc(NC(=O)COC(=O)c2ccc(Br)o2)c1	-22	11	11	-17	-4	3	2	1.1	14
COc1ccc(C(=O)Cn2c(C)nc([N+](=O)[O-])c2Br)cc1	-2	-14	5	-7	-6	6	5	9.1	18
COc1ccc(-c2nc(CS(=O)CC(=O)NCCc3ccc(C)cc3)c(C)o2)cc1OC (stereo not given)	0	-42	1	-18	-15	0	-4	-0.3	7
COc1ccccc1CNS(=O)(=O)c1c(C)noc1C	-13	1	8	-4	-4	4	-3	0.3	15
O=c1c2ccccc2[nH]c(=S)n1CCN1CCCCC1	-5	5	0	0	-2	6	-7	0.5	2
O=C(Cc1cnn(-c2ccccc2)c1)c1ccc(O)c(O)c1O	-4	-6	13	-8	-1	10	1	1.7	-3
Cc1noc(C)c1S(=O)(=O)N1CCCC1C(=O)O (stereo not given)	-3	8	-3	1	-11	14	0	-0.3	5
N#Cc1ccccc1NC(=O)Nc1cccc(Cl)c1	7	3	22	-12	-15	-5	-1	1.2	15
COc1ccccc1NC(=O)C1=C(C)NC2=C(C(=O)CCC2)C1c1ccc2c(c1)OCO2 (stereo not given)	-1	7	10	-2	-12	2	-5	0.9	18
C/C(=N\O)c1ccco1	10	-5	2	-3	-5	-6	-3	0.6	-1
Cc1c(Cl)cnc(NC(=O)COC(=O)[C@@H](NC(=O)c2ccco2)C(C)C)c1Cl	-14	10	-3	-27	-16	8	-5	0.1	20
CC(c1ccccn1)N(CCN(C)C)C(=S)Nc1cccc(F)c1 (stereo not given)	8	x	x	-19	-1	2	-5	0.0	0
Cc1ccc(-n2nnnc2SCC(=O)c2c(N)n(CC(C)C)c(=O)n(C)c2=O)cc1	-5	-17	12	-5	-11	11	-4	0.4	22
CSc1ccccc1NC(=O)c1ccccc1C	-12	7	6	-5	-14	12	-3	-0.5	18
CCOC(=O)C1CCN(C(=O)c2ccccc2NS(=O)(=O)c2ccc(F)cc2)CC1	-6	11	3	-16	6	11	-9	1.4	7
O=C(NCC1CCN(S(=O)(=O)c2ccccc2)CC1)Nc1ccccc1	-2	0	13	-6	-9	1	-2	5.7	16
CCN(C[C@H]1N[C@@](Cc2ccccc2)(C(=O)OC)[C@H]2C(=O)N(C)C(=O)[C@@H]12)C(=O)c1ccc(F)cc1	16	-10	8	-17	-10	-6	-1	3.7	15
COc1ccc(CCNC(=O)CCC(=O)N2CC(C)Oc3ccc(Cl)cc32)cc1OC (stereo not given)	13	27	7	-23	-8	-8	-2	2.1	-3
CC(C)(/C=N/NC(=O)CSCc1ccc(Cl)cc1)CCC#N	-8	-4	0	-10	-14	10	-3	1.5	5

Compounds shown so far that have a COOH group:
SMILES	M1 antag	TAAR1 antagonist	TAAR1 ag	CHO parental Ca	CHO-K1 Ca antag	M1 PAM	M1 ag	CHO-K1 Ca ag	M1 PAM parental
Cc1ccccc1C(=O)Nc1ccc(C(=O)O)cc1NC(=O)c1ccccc1C	-11	-7	6	0	-13	1	-3	2.3	4
COC(=O)c1sc(S(=O)(=O)NC(Cc2ccccc2)C(=O)O)c(C(=O)OC)c1C (stereo not given)	-14	-7	4	-5	-12	10	-4	0.5	13
CC1CCCCCCC1OC(=O)c1ccccc1C(=O)O (stereo not given)	-11	-9	3	x	-11	7	-7	0.2	12
Cc1noc(C)c1S(=O)(=O)N1CCCC1C(=O)O (stereo not given)	-3	8	-3	1	-11	14	0	-0.3	5

Returning to the listing, starting 2 compounds before the break.
SMILES	M1 antag	TAAR1 antagonist	TAAR1 ag	CHO parental Ca	CHO-K1 Ca antag	M1 PAM	M1 ag	CHO-K1 Ca ag	M1 PAM parental
COc1ccc(CCNC(=O)CCC(=O)N2CC(C)Oc3ccc(Cl)cc32)cc1OC (stereo not given)	13	27	7	-23	-8	-8	-2	2.1	-3
CC(C)(/C=N/NC(=O)CSCc1ccc(Cl)cc1)CCC#N	-8	-4	0	-10	-14	10	-3	1.5	5
CN(C)c1nccc(NCc2ccccc2)c1C#N	0	1	5	-19	16	-2	-10	1.7	-11
CC(CCc1ccccc1)NC(=O)C1CCN(S(=O)(=O)N2CCCCC2)CC1 (stereo not given)	-10	17	5	-10	-17	3	-1	4.5	0
CC(O)c1nc2ccc(C(=O)O)cc2[nH]1 (stereo not given)	-3	-8	0	7	-20	3	-2	0.7	21
O=C(O)C1CCN(C(=O)CSc2nc3ccccc3s2)CC1	-2	14	7	-10	5	-2	-4	0.2	-9
CN(C)c1ccc(/C=C(/NC(=O)c2ccccc2)C(=O)N/N=C/c2ccc([N+](=O)[O-])c(O)c2)cc1	8	39	19	-1	-15	-7	1	6.5	8
CCC(=O)N1C(C(=O)N2CCCC2)CSC1c1ccc(OC)cc1 (stereo not given)	-10	-5	2	-2	-7	4	-2	0.8	14
CN(Cc1nc(-c2ccccn2)no1)S(=O)(=O)c1ccccc1	-33	-2	17	-6	-2	11	4	0.3	14
COc1ccc(NC(=S)N(CCCN2CCC(C)CC2)Cc2cccs2)cc1Cl	-3	-1	6	-15	-3	8	2	0.8	1
O=C(CCNC(=O)c1ccc(Cl)cc1)Nc1ccccc1N1CCCC1	-2	-16	-1	-27	-1	4	-5	0.1	-4
CCN(CC)CCNc1nc(-c2ccccc2)nnc1C(F)(F)F	-7	x	x	-15	-6	6	-6	0.3	12
O=C(Nc1ccc(Cl)cc1)N1CCCC(Cn2cccc2)C1 (stereo not given)	-3	-5	5	1	-3	4	-1	4.0	9
COc1ccc(C)cc1N(C(=O)c1cccc(F)c1)c1nc2ccccc2s1	-2	-2	0	-20	-16	0	-8	0.5	16
Cc1ccccc1NCC(=O)N/N=C/c1c[nH]c2ccccc12	0	21	9	-2	2	8	-5	14	8

From PubChem
